Compound activity (PubChem)
HT1080 cytotoxicity = HT1080 cell viability loss – fluorescence readout (AID 620); HT1080 viability, fluorescence; higher % means a stronger effect; cytotoxicity, % at 10 µM; hits with a dose series show EC50 in µM; actives 0.42% (n = 87,000); in the data active means cytotoxicity above about 50%;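 further: cells exposed to compound overnight then 4 h with Alamar Blue; 0% = vehicle DMSO and 100% = killing control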
An asterisk follows results filed as active.

cpd	SMILES	HT1080 cytotoxicity
1	Cc1ccc(S(=O)(=O)CC(=O)Nc2nc(-c3ccccc3)cs2)cc1	-1%
2	COc1ccc(C(CNC(=O)c2ccc(N3CCCC3=O)cc2)N(C)C)cc1 (stereo not drawn)	2%
3	Cc1onc(-c2c(F)cccc2Cl)c1C(=O)N1CCc2ccccc21	0%
4	O=c1oc(-c2ccccc2F)nc2c1cnn2-c1ccccc1	-11%
5	COC(=O)[C@@]1(Cc2ccc(F)cc2)[C@H]2c3cc(C(=O)N4CCCC4)n(Cc4ccccn4)c3C[C@H]2CN1C(=O)c1ccccc1	-14%
6	COc1cc(/C=C2/S/C(=N/S(=O)(=O)c3ccccc3)NC2=O)c([N+](=O)[O-])cc1OC	-3%
7	C=CCn1c(-c2ccc(OC)cc2)nc2nc3ccccc3nc21	-5%
8	Cc1nc2c(C(=O)N3CCOCC3)cnn2c(C)c1Cc1ccc(Cl)cc1	-9%
9	COC(=O)c1c(NC(=O)c2cccnc2)sc(C)c1C	-8%
10	Cc1ccccc1Cn1c(C(=O)OC(C)C)cc2c1ccn2C	-5%
11	Nn1c(N2CCCCC2)nc2ccccc21	17%
12	CCC(C)NC(=O)CSc1ccc(Cl)cc1 (stereo not drawn)	0%
13	O=C(O)c1cc(-c2ccccc2)n(-c2ccccc2)n1	11%
14	CCC1CCCCN1Cc1ccc(OC)c(C)c1 (stereo not drawn)	-7%
15	COc1ccccc1CNC(=O)c1nn(-c2ccc(C)cc2)c(=O)c2c1c1ccccc1n2C	1%
16	CCC1=C2CC[C@H]3C(=O)N(c4ccccc4)C(=O)[C@H]3[C@H]2[C@@]2(C)C(=NCC(=O)OC)OC(=O)N2C1=O	5%
17	CC(C)(C)c1nc2sc3c(c2c(=O)o1)CCCC3	0%
18	COc1ccccc1Cn1c(-c2ccccc2OC)nc2ccccc21	-37%
19	O=C1c2ccccc2C(=O)C12OC(c1ccccc1)C1(C(=O)c3ccccc3C1=O)C2c1ccc([N+](=O)[O-])cc1 (stereo not drawn)	-8%
20	CCSc1nnc(NC(=O)CSc2c(Cl)cccc2Cl)s1	36%
21	COC(=O)[C@@H]1C[C@H]1[C@@H](NS(=O)(=O)c1ccccc1)c1ccccc1	-17%
22	O=C(Nc1nnc(SCc2ccc(F)cc2)s1)C1Cc2ccccc2CN1C(=O)c1ccco1 (stereo not drawn)	-13%
23	O=C(CCC1CC(=O)Nc2ccccc21)NCc1ccc(F)cc1 (stereo not drawn)	8%
24	COc1cccc(-c2nnc(-c3ccc(C(F)(F)F)cc3)o2)c1OC	-16%
25	CC1CCCCN1Cc1ccc(-c2nnn(CC(=O)NC3CCCCC3)n2)cc1 (stereo not drawn)	0%
26	COc1ccc(S(=O)(=O)N(CC(=O)NC(C)C)Cc2ccccc2)cc1	-2%
27	CCOC(=O)COn1c(=O)c(C)[n+]([O-])c2ccccc21	-2%
28	COc1ccc(NC(=O)C2CCCN(S(=O)(=O)c3cccc4nonc34)C2)cc1 (stereo not drawn)	4%
29	O=C(Nc1ccc2c(c1)OCO2)c1ccc[n+]([O-])c1	-8%
30	CCOC(=O)c1c(NC(=O)Nc2cccc(Cl)c2)sc(C)c1C	2%
31	Cc1nc2c(ccc3c2ccc2nc(C)sc23)s1	-5%
32	O=C1C2C3C=CC(C3)C2C(=O)N1c1cccnc1 (stereo not drawn)	8%
33	O=C(CCc1ccccc1)c1ccc2c(c1)OCCCO2	-3%
34	Cc1ccc(C(C)C)cc1OCCOCCN1CCCC1	-10%
35	Cc1ccc(NC(=O)Cn2c(CCC(=O)O)ccc2-c2cccs2)cc1	-9%
36	CC(CCc1ccccc1)NC(=O)c1ccco1 (stereo not drawn)	-2%
37	COC(=O)c1cccc(C23CC4(C2)[C@H](CN(Cc2ccc(C(F)(F)F)cc2)[C@@H]4c2ccccc2)C3c2ccc(Cl)nc2)c1 (stereo partly drawn)	-3%
38	Cc1c(NC(=O)c2cc3ccccc3o2)c(=O)n(-c2ccccc2)n1C	-4%
39	CCN(CC(O)Cn1c2ccccc2c2ccccc21)S(=O)(=O)c1ccc(F)cc1 (stereo not drawn)	-20%
40	COc1ccc(S(=O)(=O)NC(C)C(=O)Nc2ccccc2C(F)(F)F)cc1 (stereo not drawn)	15%
41	COc1ccc(/C=C/c2ccncc2)cc1	-46%
42	COC(=O)c1cc(NC(=O)c2cccc(C(F)(F)F)c2)c(=O)oc1C/C=N/OCc1cccc(Cl)c1Cl	-6%
43	CCc1ccc(NC(=O)CN(c2cccc(C)c2)S(C)(=O)=O)cc1	-4%
44	CCN(C(=O)CSc1nc(-c2ccccc2)c(-c2ccccc2)[nH]1)C1CCS(=O)(=O)C1 (stereo not drawn)	-12%
45	COC(=O)c1ccc(C23CC4(C2)[C@H](CN(C)[C@@H]4c2ccccc2)C3c2ccc(C(F)(F)F)cc2)cc1 (stereo partly drawn)	6%
46	CCN(CC)CCNC(=O)c1ccc(Cl)c(S(=O)(=O)Nc2ccccc2OC)c1	-5%
47	Cc1ccc(N2C(=O)N(CC(=O)N3CCCc4ccccc43)C(=O)C2C)cc1 (stereo not drawn)	-12%
48	Cc1ccc2nsnc2c1S(=O)(=O)NCCc1c(C)[nH]c2ccc(F)cc12	29%
49	CC(=O)Nc1ccc(OCC(O)Cn2nc(C)c(Br)c2C)cc1 (stereo not drawn)	26%
50	CN(C)CCCOC(=O)c1ccccc1Cl	-4%
51	Cc1ccc(NC(=O)COc2ccc(-n3cnnn3)cc2)cc1C	10%
52	Cc1c(C(=O)N2CCCCCC2)nnn1-c1nonc1N	0%
53	O=C(Oc1cc(-c2ccccc2)no1)c1cccc(C(F)(F)F)c1	19%
54	Nc1[nH]n(-c2ccccc2)c(=O)c1N=Nc1ccccc1[N+](=O)[O-]	6%
55	COCCn1c(-c2ccc(OC)cc2)nc2ccccc21	-12%
56	O=C(COC(=O)c1ccc2ccccc2n1)Nc1ncc(C(F)(F)F)cc1Cl	-15%
57	Cn1c(=N)n(CC(O)c2ccccc2)c2ccccc21 (stereo not drawn)	-4%
58	COc1ccc(C(=O)NC(CC(C)C)C(=O)O)cc1OC (stereo not drawn)	0%
59	O=C(Nn1c(=O)[nH]c2ccccc2c1=O)c1ccco1	0%
60	CCn1c(Cc2ccc(OC)cc2)nnc1SCC(=O)N1CCN(c2ccccc2)CC1	5%

More results:
cpd	SMILES	HT1080 cytotoxicity
61	Cc1c(C(=O)NCC2COc3ccccc3O2)oc2ccc(S(=O)(=O)N3CC(C)CC(C)C3)cc12 (stereo not drawn)	5%
62	COC(=O)c1sccc1NC(=O)c1ccc(Br)s1	-7%
63	Cc1cc(C)nc(Sc2ncnc3sc4c(c23)CCC4)n1	16%
64	CC(C)(C)C(=O)Nc1cccc(-c2nnc(-c3cccc(NC(=O)C(C)(C)C)c3)o2)c1	-6%
65	COc1ccc(C)cc1NC(=O)C(C)N(c1ccc(C)cc1)S(C)(=O)=O (stereo not drawn)	29%
66	COc1ccc2cc3cc(C(=O)NCc4ccco4)oc3nc2c1	4%
67	CCOC(=O)c1sc(NC(=O)CSc2n[nH]c(-c3ccncc3)n2)c(C#N)c1C	-20%
68	COc1ccc2c(c1OC)C(=O)OC2CC(=O)O (stereo not drawn)	-1%
69	CCCCN(CC)c1nc(N)c2c(N)nc(OCC)cc2c1C#N	14%
70	c1ccc(Cc2nnc(N3CCOCC3)c3ccccc23)cc1	-3%
71	Cc1ccc(C(=O)N/C(N)=N/c2nc3ccccc3o2)cc1	-14%
72	CCn1c(=O)c(C(=O)NC(C)C)c(O)c2ccccc21	-3%
73	Cc1cc(C)n2c(Nc3ccc4c(c3)OCCO4)c(-c3ccccc3)nc2n1	20%
74	COc1ccc2cc(C(=O)c3ccccc3)c(=O)oc2c1	-16%
75	CS(=O)(=O)N(CC(=O)N1CCCC1)c1ccc2c(c1)OCCO2	-5%
76	CCOc1cc(NC(=O)c2cccs2)c(OCC)cc1NC(=O)c1ccco1	-16%
77	Cc1ccccc1NC(=O)c1sc2nc3c(c(-c4ccco4)c2c1N)CCC3	-10%
78	CCCCNC(=O)Nc1ccccn1	10%
79	CN(c1ccc(C(=O)N2CCN(Cc3ccc4c(c3)OCO4)CC2)cc1)S(=O)(=O)c1ccccc1	15%
80	CCCCCc1nc(N)c(C#N)c(-c2ccco2)c1CCCC	9%
81	CCNc1nc(N)nc(Oc2ccc(OCc3ccccc3)nn2)n1	6%
82	CCc1nnc(NC(=O)[C@@H](NC(=O)c2cccc(S(=O)(=O)N3CCOCC3)c2)C(C)C)s1	-4%
83	CCOc1ccc(-c2nnn(CC(=O)N3CCCC3)n2)cc1OCC	-16%
84	CCCOc1ccc(C(CC(=O)O)NC(=O)C23CC4CC(CC(C4)C2)C3)cc1 (stereo not drawn)	9%
85	Cc1cccc(C)c1OC(=O)CSc1nnc(-c2ccccc2)o1	3%
86	COc1ccc(C(=O)Oc2ccc3oc(=O)sc3c2)cc1	-8%
87	COc1cccc(NC(=O)c2nn(C)cc2Br)c1	4%
88	CCOC(=O)c1sc(NC(C)=O)nc1-c1ccccc1	11%
89	CC1=CCC2C(=O)N(c3cc(C)on3)C(=O)C2C1 (stereo not drawn)	-8%
90	COc1ccc(N(C(=O)c2ccc(F)cc2)C2=CC3CCC(C2)N3C)cc1 (stereo not drawn)	3%
91	COc1ccc(/C=N/Nc2nonc2N)cc1	6%
92	Cc1cc(C)n(-c2nc3ccccc3nc2N2CCCC2)n1	-12%
93	O=C(NCCOc1nc(N2CCOCC2)nc(N2CCOCC2)n1)Nc1ccccc1	1%
94	O=C(c1ccc2snnc2c1)N1CCN(c2ccccc2)CC1	-6%
95	CN1CCN(C(=O)c2ccc(N3CCCC3=O)cc2)CC1	7%
96	COc1ccc(Br)cc1CN1CCCCCCC1	13%

Next part; it opens with the two that closed the last part.
cpd	SMILES	HT1080 cytotoxicity
95	CN1CCN(C(=O)c2ccc(N3CCCC3=O)cc2)CC1	7%
96	COc1ccc(Br)cc1CN1CCCCCCC1	13%
97	CCOC(=O)CNC(=O)c1ccccc1	10%
98	Cc1cc(C)c2nc(N3CCCC(C(=O)N4CCN(c5ncccn5)CC4)C3)sc2c1 (stereo not drawn)	11%
99	Cn1cc(C(CC(=O)O)C(=O)O)c2ccccc21 (stereo not drawn)	-9%
100	COc1ccccc1CN(Cc1nc2ccccc2c(=O)[nH]1)C(=O)Nc1ccc(C)cc1	-6%
101	CCOC(=O)c1c(C)[nH]c(C)c1C(=O)CSc1nc(N)cc(=O)[nH]1	-10%
102	CCCCNC(=O)C(c1ccc(OCC(=O)OC)c(C(=O)OC)c1)N(CCc1ccccc1)C(=O)CCCCCN1C(=O)NC(c2ccc(-c3ccccc3)cc2)C(C(=O)OCc2ccccc2)=C1C (stereo not drawn)	-14%
103	CCOC(=O)c1cnc2ccc(Cl)cc2c1NCCN(C)C	-6%
104	CCn1c(SCC(=O)N2CCN(c3ccccc3)CC2)nnc1-c1ccncc1	-2%
105	CCCCN(C(=O)CNC(=O)c1cccs1)C(C(=O)NC1CCCCC1)c1cccnc1 (stereo not drawn)	2%
106	COC(=O)[C@@]1(Cc2ccc(OC)cc2)[C@H]2c3cc(C(=O)N4CCCC4)n(CCO)c3C[C@H]2CN1C(=O)c1ccccc1	4%
107	CC(C)(C)C(=O)NCCN1CCN(C(=O)C(C)(C)C)CC1	2%
108	COc1ccc(-c2nnc(-c3cc4ccccc4oc3=O)o2)cc1	7%
109	Cc1cc(Cl)c(S(=O)(=O)N2CCSCC2)cc1OCC(=O)NC1CCCCC1	5%
110	CC1CC(C)CN(CCCNC(=O)Cc2c(C(=O)O)n(C)c3ccccc23)C1 (stereo not drawn)	-12%
111	O=C1CCCC(O)=C1C1NCCc2ccccc21 (stereo not drawn)	17%
112	O=C(c1ccccc1Sc1cccc2ccccc12)N1CCOCC1	-16%
113	CC(=O)c1noc(C)c1C(=O)Nc1nccs1	-3%
114	O=C(NCc1ccccn1)c1ccc(Cl)s1	0%
115	COc1cccc(C(=O)Nc2nc3c(c(=O)[nH]2)CCCC3)c1	2%
116	CCC(C)(C)NC(=O)C(c1ccccc1)N(C(=O)c1csnn1)C1CC1 (stereo not drawn)	2%
117	Cc1ccc(C)c(OCC(=O)Nn2c(C)nc3ccccc3c2=O)c1	-10%
118	CCC1(CC)Cc2ccccc2C(CC(=O)N2CCOCC2)=N1	-12%
119	CC1(C)CC2(CCO1)N1CC3(C)CN2CC(C)(C1)C3=O (stereo not drawn)	-1%
120	COc1ccc2[nH]c(=O)c(CN(CCO)C(=O)c3cccs3)cc2c1	-2%

Records 81–86, reprinted for reference:
cpd	SMILES	HT1080 cytotoxicity
81	CCNc1nc(N)nc(Oc2ccc(OCc3ccccc3)nn2)n1	6%
82	CCc1nnc(NC(=O)[C@@H](NC(=O)c2cccc(S(=O)(=O)N3CCOCC3)c2)C(C)C)s1	-4%
83	CCOc1ccc(-c2nnn(CC(=O)N3CCCC3)n2)cc1OCC	-16%
84	CCCOc1ccc(C(CC(=O)O)NC(=O)C23CC4CC(CC(C4)C2)C3)cc1 (stereo not drawn)	9%
85	Cc1cccc(C)c1OC(=O)CSc1nnc(-c2ccccc2)o1	3%
86	COc1ccc(C(=O)Oc2ccc3oc(=O)sc3c2)cc1	-8%

New compounds follow:
cpd	SMILES	HT1080 cytotoxicity
121	CCN(CC)c1nc2ccccc2c(N)c1-c1ccccc1	-4%
122	C=CCn1c(NC(=O)CC)c(C(=O)OCC)sc1=S	-11%
123	COc1ccc(N2CCN(C(=O)CCCSc3nc4ccccc4[nH]3)CC2)cc1	1%
124	CC(C)OC(=O)NCCOC(=O)Nc1ccc(Cl)c(Cl)c1	-5%
125	O=C(NCCO)C(F)(F)C(F)(F)C(F)(F)OC(F)(C(=O)NCCO)C(F)(F)F (stereo not drawn)	3%
126	COc1cc(C2CC(=O)c3cnc(NC(C)=O)nc3C2)cc(OC)c1OC (stereo not drawn)	2%
127	Cc1ccc(S(=O)(=O)Nc2ccc3c(c2)nc(CN2CCCC2)n3C)cc1	-22%
128	CCOC(=O)C1=C(C)N(Cc2ccc(C(=O)O)cc2)C(=O)NC1c1ccc([N+](=O)[O-])cc1 (stereo not drawn)	-37%
129	COc1ccc(N2C(=O)CC(Sc3ncccc3C(=O)O)C2=O)cc1 (stereo not drawn)	17%
130	COc1ccc(/C(O)=C2/C(=O)C(=O)N(CC3CCCO3)C2c2ccc(OC)c(OC)c2)cc1 (stereo not drawn)	-4%

Only part of the results is shown (hit frequency here may not be typical).
